MmCpn inh – blocks the Methanococcus maripaludis chaperonin Mm-Cpn; purified Mm-Cpn ATPase, ADP Transcreener TR-FRET; Potency, µM (highest dose often 76.9 µM), without a hit: at the top dose activity, negative = inhibition, most hits filed as inhibitors; 0.031% of 330,000 active; AID 504842; further: potency means the concentration at half of the fitted maximal effect; on the % scale 0 is the no-effect control and ±100 the full control effect; nearly all actives have a fitted effect of over 80% in size
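Quantitative HTS used 25 nM Mm-CPN and 10 uM ATP in magnesium/KCl Tris buffer, pH 7.4, with 1 mM DTT. Hydrolysis ran 30 min at 37°C; ADP was read by HTRF.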
pAkt inh – Akt phosphorylation inhibition; Neuro2A IGF-stimulated pAkt S473 HTRF, 20 min; hits give low values; activity change, % for hits at 50 µM; 0.32% of 360,000 active; AID 651550; in the data active means activity change below about -80%; inconclusive means mostly about -51% to -80%; further: on the % scale 0 is the no-effect control and ±100 the full control effect
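Neuro2A cells (4,500/well, DMEM with 0.5% FBS) were treated with compound at a single 50 µM final concentration, stimulated with 6 nM IGF for 20 min at 37 °C, and lysed. Phospho-Akt Ser473 was read by HTRF as 665/615 ratio ×10^4.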
TGFb inhibitor – inhibitors of TGF-b signaling | 1.2% of 410,000 active | Potency, µM (titrated, usually from 46.1 µM), for inactives: at the highest dose activity, negative = inhibition, most hits filed as inhibitors | HepG2 CAGA-GFP TGF-b/SMAD3 reporter, GFP fluorescence, 18 h; TGF-beta stimulated, 500 pg/mL final | AID 588855; further: potency means the concentration at half of the fitted maximal effect; on the % scale 0 is the no-effect control and ±100 the full control effect; nearly all actives have a fitted effect of over 65% in size
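Using HEPG2 CAGA-GFP reporter cells at 1000 cells/well, we pinned test compounds, stimulated with recombinant TGF-beta (500 pg/mL final) and measured total well GFP after 18 h.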
EPAC2 ag – activates human EPAC2 exchange factor; EPAC2 activation, biochemical qHTS; response scale: 100% = 6.5 mM cAMP response; Q8WZA2; 0.079% of 360,000 active; AID 720711; Potency, µM (highest dose often 154 µM), for the others: at the top dose activation, hits mostly activators; further: potency means the concentration at half of the fitted maximal effect; nearly all actives have a fitted effect of over 50% in size
Target sequence (Q8WZA2 whole entry, looked up): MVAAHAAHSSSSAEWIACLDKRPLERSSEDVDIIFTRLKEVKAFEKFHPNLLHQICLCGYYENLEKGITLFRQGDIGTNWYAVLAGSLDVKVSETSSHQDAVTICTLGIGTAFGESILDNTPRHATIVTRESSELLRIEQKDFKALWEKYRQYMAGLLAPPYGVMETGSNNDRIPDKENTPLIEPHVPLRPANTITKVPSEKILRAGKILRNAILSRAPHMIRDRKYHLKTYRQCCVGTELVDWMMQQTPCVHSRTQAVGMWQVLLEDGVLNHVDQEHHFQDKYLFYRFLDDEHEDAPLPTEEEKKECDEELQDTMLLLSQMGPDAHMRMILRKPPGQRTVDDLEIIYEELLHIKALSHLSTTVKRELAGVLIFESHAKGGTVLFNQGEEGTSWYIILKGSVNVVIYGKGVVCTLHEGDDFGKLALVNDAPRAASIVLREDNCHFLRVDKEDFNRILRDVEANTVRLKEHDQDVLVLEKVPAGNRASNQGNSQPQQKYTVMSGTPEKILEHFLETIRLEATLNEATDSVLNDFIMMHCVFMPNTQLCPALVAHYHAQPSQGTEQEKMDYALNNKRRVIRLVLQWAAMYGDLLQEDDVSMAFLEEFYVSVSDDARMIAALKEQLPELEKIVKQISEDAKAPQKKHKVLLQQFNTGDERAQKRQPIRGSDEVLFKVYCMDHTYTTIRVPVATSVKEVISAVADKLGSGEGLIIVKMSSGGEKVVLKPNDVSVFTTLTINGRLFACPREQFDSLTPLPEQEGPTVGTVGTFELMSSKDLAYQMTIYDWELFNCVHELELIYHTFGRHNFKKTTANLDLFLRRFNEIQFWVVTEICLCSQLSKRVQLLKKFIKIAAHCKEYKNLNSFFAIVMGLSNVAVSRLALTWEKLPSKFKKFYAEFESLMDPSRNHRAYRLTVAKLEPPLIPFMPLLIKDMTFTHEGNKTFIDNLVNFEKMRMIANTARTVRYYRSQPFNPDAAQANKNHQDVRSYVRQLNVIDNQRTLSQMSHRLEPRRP
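Compounds were titrated in qHTS against a Rap1B-BODIPY-GDP (250 nM) complex with EPAC2 (100 nM) and GDP (50 uM). BODIPY-GDP release tracked at 480/540 nm over 30 min at room temperature, normalized to 6.5 mM cAMP.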
Nrf2 activator – activators of Nrf2 (ARE) signaling. Potency, µM (top dose mostly 46.1 µM), for inactives: at the highest dose activation, most hits filed as activators. 0.31% of 410,000 active. AID 624171. AREc32 ARE-luciferase reporter (MCF7-derived line), luminescence, 24 h; further: potency means the concentration at half of the fitted maximal effect; % of control where 0% means no effect; nearly all actives have a fitted effect of over 65% in size
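Nrf2 activation is followed as ARE-luciferase induction in the AREc32 line after one day of compound treatment; luminescence is read with Steady-Glo.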
EPAC2 antag – blocks human EPAC2 exchange factor. Q8WZA2. EPAC2 GEF exchange of Rap1B-BODIPY-GDP, fluorescence. Potency, µM (titrated, usually from 114 µM), for the others: at the top dose activity, negative = inhibition, usual class: inhibitors. 0.18% of 360,000 active; further: potency means the concentration at half of the fitted maximal effect; on the % scale 0 is the no-effect control and ±100 the full control effect; nearly all actives have a fitted effect of over 45% in size; many of its hits are not listed in these tables
Nrf2 inh – Nrf2 pathway inhibition; A549 ARE-Fluc reporter, luciferase luminescence, 18-24 h; Potency, µM (series often up to 46 µM), for the others: top-dose activity change, negative = inhibition, hits mostly inhibitors; 2.1% of 360,000 active; AID 504444; further: potency means the concentration at half of the fitted maximal effect; on the % scale 0 is the no-effect control and ±100 the full control effect; nearly all actives have a fitted effect of over 60% in size
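A549 ARE_Fluc cells, 5000/well, 5% FBS OPTI-MEM; compounds in dose-response, 18-24 h at 37 °C/5% CO2; CellTiter-Fluor viability read (Ex 405/Em 525), then BugLite luciferase luminescence = Nrf2 activity.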
CCT chaperon mod – cytosolic chaperonin activity modulation. AID 651819. 0.3% of 360,000 active. purified chaperonin ATPase assay, HTRF ADP detection, 30 min. activity change, % (concentration not given with the values), hits read low; in the data active means activity change below about -30%; further: on the % scale 0 is the no-effect control and ±100 the full control effect
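We incubate TRiC, 40 or 20 nM final, with library compounds at 76 uM and 10 uM ATP for 30 min at 37 °C. ADP formed is detected with Transcreener HTRF reagents after 30 min at room temperature.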
A549 viability – kills or reduces viability of A549 cells in Nrf2 counter-screen; A549 ARE-Fluc cells, CellTiter-Fluor viability, 18-24 h; Potency, µM (highest dose often 46 µM), without a hit: at the highest dose activity change, negative = cytotoxicity, hits mostly inhibitors; 0.16% of 390,000 active; AID 504648; further: potency means the concentration at half of the fitted maximal effect; on the % scale 0 is the no-effect control and ±100 the full control effect
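A549 ARE_Fluc cells in 5% FBS OPTI-MEM were exposed to compounds in concentration-response for 18-24 h at 37 deg C. Viability was read by CellTiter-Fluor fluorescence (Ex 405/Em 525) after 30 min, before the luciferase read.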
Active calls of the source: *; i = inactive; ? = inconclusive; . = not tested or not shown. Unless noted, the call rests on the fitted dose curve; in most records, active means well fitted curve in the direction sought with a large enough effect; inconclusive means small, poorly fitted or top-dose-only effect, or another doubt; inactive means no such curve, though single readings can be large; an effect the other way counts as inactive or inconclusive.

Sample of the layout, nine compounds:
SMILES	MmCpn inh	pAkt inh	TGFb inhibitor	EPAC2 ag	Nrf2 activator	EPAC2 antag	Nrf2 inh	CCT chaperon mod	A549 viability
Cc1ccc(CNC(=O)CCCCCn2c(=O)c3sccc3n(CC(=O)Nc3c(C)cc(C)cc3C)c2=O)cc1	.	.	12%	.	-0.1%	.	0%	.	0%
COc1ccc(NC(=O)CN(C)C(=O)Cc2ccc3c(c2)CCC3)cc1	0%	i	1%	3%	-0.2%	2%	4%	-0.9	1%
CC(C)Oc1cc2ccccc2cc1CNC[C@H]1O[C@@H](n2cnc3c(N)ncnc32)[C@H](O)[C@@H]1O	0%	i	-6%	7%	0.7%	-7%	5%	-0.7	-4%
C=CCCC(=O)N1CCC(Oc2cccc(C(=O)NCc3ccccn3)c2)CC1	1%	i	0%	-1%	-0.6%	6%	-15%	-2.2	-1%
O=C1CN(C(=O)c2ccco2)c2ccccc2N1	1%	i	?	-2%	-0.1%	-1%	-12%	-1.3	-7%
N#CCC(=O)N/N=C\c1cc(Br)ccc1OC/C=C/c1ccccc1	-2%	i	0%	-2%	0.0%	-1%	1%	-1.5	0%
N#CCCN(C(=O)COC(=O)/C=C/c1cccs1)c1ccccc1	0%	i	6%	9%	6.2%	-2%	13%	0.0	1%
C=CCOc1ccccc1/C=N/NC(=O)Cc1ccccc1	0%	i	2%	5%	7.8%	-8%	?	-1.2	6%
O=C(Cn1nnc(-c2ccccc2)n1)NC(=O)NC1CCCC1	0%	i	-17%	-1%	-0.9%	0%	-5%	-0.4	0%

The list itself, from the start:
SMILES	MmCpn inh	pAkt inh	TGFb inhibitor	EPAC2 ag	Nrf2 activator	EPAC2 antag	Nrf2 inh	CCT chaperon mod	A549 viability
Cc1ccc(CNC(=O)CCCCCn2c(=O)c3sccc3n(CC(=O)Nc3c(C)cc(C)cc3C)c2=O)cc1	.	.	12%	.	-0.1%	.	0%	.	0%
COc1ccc(NC(=O)CN(C)C(=O)Cc2ccc3c(c2)CCC3)cc1	0%	i	1%	3%	-0.2%	2%	4%	-0.9	1%
CC(C)Oc1cc2ccccc2cc1CNC[C@H]1O[C@@H](n2cnc3c(N)ncnc32)[C@H](O)[C@@H]1O	0%	i	-6%	7%	0.7%	-7%	5%	-0.7	-4%
C=CCCC(=O)N1CCC(Oc2cccc(C(=O)NCc3ccccn3)c2)CC1	1%	i	0%	-1%	-0.6%	6%	-15%	-2.2	-1%
O=C1CN(C(=O)c2ccco2)c2ccccc2N1	1%	i	?	-2%	-0.1%	-1%	-12%	-1.3	-7%
N#CCC(=O)N/N=C\c1cc(Br)ccc1OC/C=C/c1ccccc1	-2%	i	0%	-2%	0.0%	-1%	1%	-1.5	0%
N#CCCN(C(=O)COC(=O)/C=C/c1cccs1)c1ccccc1	0%	i	6%	9%	6.2%	-2%	13%	0.0	1%
C=CCOc1ccccc1/C=N/NC(=O)Cc1ccccc1	0%	i	2%	5%	7.8%	-8%	?	-1.2	6%
O=C(Cn1nnc(-c2ccccc2)n1)NC(=O)NC1CCCC1	0%	i	-17%	-1%	-0.9%	0%	-5%	-0.4	0%
COC(=O)c1sc(NC(=O)CSc2nc3cccnc3n2C)nc1C	-1%	i	0%	5%	-0.2%	2%	-3%	-15	-4%
COc1ccccc1NC(=O)Cn1c(=O)n(-c2cccc(Cl)c2)c(=O)c2sc3ccccc3c21	.	.	0%	.	0.4%	.	-17%	.	-10%
CNc1nc2ccccc2n1/N=C/c1cccc(OC)c1OC	-14%	i	3%	-8%	1.9%	-2%	-28%	1.9	3%
O=C(N=c1ccn(-c2nc3ccccc3nc2NS(=O)(=O)c2ccccc2)cc1)c1cccs1	?	i	4%	-7%	2.3%	11%	8%	-1.0	1%
COc1ccc(CNC(=O)CN(C)S(=O)(=O)c2ccc3c(c2)OCCO3)cc1OC	-3%	i	0%	7%	0.3%	1%	-25%	-1.7	-1%
Cc1ccc(C(=O)O/N=C2\CCSc3ccc(C)cc32)cc1	1%	i	4%	7%	0.1%	-3%	-21%	-3.7	1%
CCCCn1c(N)c(N(CCOC)C(=O)CN2C(=O)c3ccccc3C2=O)c(=O)[nH]c1=O	1%	i	-2%	-3%	-1.6%	6%	2%	-5.1	-4%
CCCc1cc(C(=O)Nc2ccc(OC)cc2[N+](=O)[O-])cs1	0%	i	-8%	19%	15%	-6%	?	-3.3	2%
CC(=O)c1cccc(OCC(=O)N(CCC2=CCCCC2)c2c(N)n(Cc3ccccc3)c(=O)[nH]c2=O)c1	.	i	?	-13%	0.2%	21%	-3%	-3.0	-5%
CC(C)CN(C(=O)COc1ccc([N+](=O)[O-])cc1)c1c(N)n(CC(C)C)c(=O)[nH]c1=O	0%	i	1%	-2%	0.2%	10%	8%	-0.9	13%
O=C(COc1ccccc1Cl)Nc1ccc(Cl)c(-c2nc3ccccc3o2)c1	.	.	-17%	.	0.3%	.	?	.	-20%
CN1CCN(C(=O)CN2C(=O)COc3ccc(S(=O)(=O)N4CCOCC4)cc32)CC1	2%	i	2%	0%	1.0%	-2%	11%	-3.2	-2%
CC(C)CC(=O)NCC(C)NC(=O)CC(C)C (stereo not given)	-2%	i	-8%	-2%	0.3%	6%	11%	-0.4	8%
Cc1nc(NCCc2ccccc2)c2nnn(Cc3ccccc3Cl)c2n1	-6%	i	5%	4%	-0.3%	11%	2%	-7.3	-1%
CCOC(=O)NC(=O)c1cn(C(CC)CO)c(=O)[nH]c1=O (stereo not given)	-1%	i	-5%	2%	-0.4%	7%	3%	0.2	1%
COCCNC(=O)COc1cccc2c1OC(C)(C)C2	2%	i	10%	3%	0.2%	-10%	8%	1.3	0%
CCN(CC(=O)Nc1ccc2c(c1)OCCO2)C(=O)c1ccc(CS(C)(=O)=O)cc1	3%	i	14%	3%	0.2%	-6%	-8%	2.1	-3%
COc1ccccc1NC(=S)Nc1ccccc1F	3%	i	4%	-2%	1.8%	11%	-15%	-0.9	-7%
CN(Cc1ccccc1)c1oc(COc2ccccc2F)nc1C#N	-2%	i	-9%	6%	0.0%	-6%	?	-2.0	-16%
COc1ccc(NC(=O)CCCCC(=O)Nc2ccc(OC)cc2)cc1	-1%	i	-11%	7%	-1.9%	-2%	3%	-5.1	2%
Cc1nn(Cc2ccccc2)c(Cl)c1C(=O)NCCc1ccccc1	0%	i	-11%	8%	-0.2%	?	?	-1.9	4%
Cc1nn2c(Nc3ccc(F)cc3)c3c(nc2c1-c1ccccc1)CCC3	2%	i	?	-3%	-0.4%	4%	4%	-0.9	3%
COc1ccc(NC(=O)C(CC(C)C)NS(=O)(=O)c2ccc3c(c2)CCN3C(C)=O)cc1OC (stereo not given)	1%	i	1%	3%	-0.2%	4%	1%	-4.6	3%
Cc1ccc(C)c(N2CCN(C(=O)CCc3nc(-c4ccccc4C)no3)CC2)c1	3%	i	?	8%	4.2%	-10%	-27%	-0.7	-3%
CC(C)(C)OC(=O)N1CCCC(C(=O)Nc2ccc(C(=O)NCCc3ccccc3)cc2)C1 (stereo not given)	.	i	-13%	5%	3.6%	-9%	5%	-0.8	2%
COc1ccc(/C=N/OCC(=O)N(Cc2ccc(OC)cc2)c2ccccc2C(=O)O)cc1	0%	i	-19%	-3%	2.6%	-9%	-6%	2.3	8%
Cc1nccn1CCC1CCCCN1C(=O)CCc1nnc(-c2ccsc2)o1 (stereo not given)	1%	i	-26%	21%	-0.1%	4%	1%	-1.1	1%
CN(Cc1cc2ccccc2[nH]c1=O)C(=O)c1cccs1	2%	i	1%	7%	2.8%	4%	23%	-9.3	-1%
COc1ccc(CSc2nnc(-c3ccncc3)n2C)cc1F	0%	i	2%	2%	-0.8%	5%	42%	-2.5	7%
O=C(CCCSc1nc(-c2ccco2)cc(C(F)(F)F)n1)Nc1ccc2c(c1)OCO2	.	i	0%	-3%	2.0%	-12%	?	-0.8	-17%
CC1(C)c2[nH]c3ccccc3c2C[C@@H]2C(=O)N(c3cc(F)ccc3F)C(=O)N21	.	.	3%	13%	4.3%	4%	-20%	.	-3%
O=C(NC1CCCCC1)c1n[nH]c2c1CC(c1ccccc1)CC2 (stereo not given)	1%	i	14%	2%	0.5%	10%	?	0.6	-11%
CCOC(=O)N1CCC(NC(=O)Cn2nc(-c3ccccc3)ccc2=O)CC1	0%	i	8%	11%	-0.4%	-3%	2%	-0.8	4%
COc1cc(C(C)=O)ccc1OCC(O)CN1CCN(c2cc(C)cc(C)c2)CC1 (stereo not given)	-1%	i	-14%	7%	0.1%	?	-9%	1.8	-13%
O=C(Nc1ccccc1F)c1nc(S(=O)(=O)Cc2ccccc2F)ncc1Cl	.	.	4.5µM*	.	22%	.	?	.	?
Nc1nonc1C(=O)NCCNC(=O)c1cccs1	-1%	i	3%	2%	0.2%	10%	-5%	2.1	2%
O=C(CSc1ccc2nnc(-c3cccnc3)n2n1)Nc1ccc(F)cc1F	2%	i	11%	3%	0.0%	3%	1%	-0.6	3%
Cc1ccccc1Nc1nc(N)nc(CSc2nnc(C)n2C)n1	-9%	i	-1%	-2%	-0.6%	8%	-3%	-2.9	-10%
O=C(Nc1cccnc1)C1CCN(S(=O)(=O)c2cccs2)CC1	1%	i	-4%	11%	-0.1%	-5%	-4%	-1.5	8%
COc1ccc(C(=O)/C=C/C(=O)N(Cc2ccccc2OC)C(C(=O)NC2CCCCC2)c2ccncc2)c(O)c1 (stereo not given)	1%	i	?	3%	7.6%	-3%	4%	1.0	2%
Cc1ccc(C(=O)NCC(=O)N2CCN(c3ccccc3O)CC2)s1	.	i	-2%	1%	5.7%	4%	.	-0.6	.

This is a subset; the hit share may differ from the screen's.
